Compound activity from PubChem.
S3 lipid droplet – qHTS Assay for Lipid Storage Modulators in Drosophila S3 Cells; AID 2685, 2010; Potency in µM for hits, for the others lipid storage change, negative = inhibition, % at the top dose, mostly 46.1 µM; Drosophila S3 cells, BODIPY lipid droplet fluorescence, 18-24 h; cells fed with added oleic acid; 320,000 compounds, 0.64% hits; active = well fitted inhibition curve with a large enough effect in the signal ratio, with a control signal flat, not every such curve was filed as active; inconclusive = small, poorly fitted or top-dose-only effect, or effect the other way, or a change in a side signal; the % refers to the signal ratio
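Laser-scanning cytometry quantifies lipid droplet accumulation (500–530 nm total intensity; droplet/cell object ratio) in oleic acid-fed (400 uM added) Drosophila S3 cells treated with a concentration series. 20 uM Triacsin C defined 100% inhibition.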
S3 lipid droplet cell count max – also measured in S3 lipid droplet; calls as there; cell number change, %; measured here: cell count max response;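 cells counted by Cell Tracker Red CMTPX staining in the red channel; peak over a dose series mostly up to 46.1 µM; percent activity relative to internal control wells on each plate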
Starred values were filed as active, the others as inactive; i = inactive; ? = inconclusive; / = not tested or not shown; & = joins results of further samples. % is set by controls: 0 for no effect and ±100 for the full control effect; potency is the fitted concentration of half-maximal effect. Only part of the results is shown, so the mix of outcomes need not match the whole.

S3 lipid droplet | S3 lipid droplet cell count max | compound
i | -30 | C=CCN(C(=O)c1csnn1)C(C(=O)NCc1ccc(F)cc1)c1ccc(F)cc1 (stereo not drawn)
? | / | O=C(CCNC(=O)c1ccco1)Nc1ccc(F)c(Cl)c1
? | / | CCCc1cc(=O)oc2cc(C)cc(OCC(=O)NCCCN3CCCC3=O)c12
-10% | 8 | Cc1cc(C)n(-c2nc3ccccc3c(=O)n2OCc2ccc(Cl)cc2)n1
5% | 14 | CCn1nnnc1SCC(=O)Nc1cc(C)on1
-22% | -10 | CCc1ccc(Oc2ncnc(N)c2[N+](=O)[O-])cc1
? | / | CC1CCCN(C(=O)CN(c2ccccc2)S(=O)(=O)c2ccc(F)cc2)C1 (stereo not drawn)
6% | / | CC1Cc2cc(S(=O)(=O)N3CCN(c4ccccc4)CC3)ccc2N1C(=O)C1CC1 (stereo not drawn)
? | / | Cc1cccc(N2CCN(C(=O)C3CCN(c4ncnc5c4nc4n5CCCCC4)CC3)CC2C)c1 (stereo not drawn)
i | 24 | COc1cccc(NC(=O)NNC(=O)CN2C(=O)COc3ccccc32)c1
-14% | 8 | O=C(CSc1nc2ccsc2c(=O)n1CC1CCC(C(=O)O)CC1)NCCc1ccc(Cl)cc1 (stereo not drawn)
-1% | -6 | CCOC(=O)C(=NCC1CCCO1)NNc1ccccc1Cl (stereo not drawn)
-11% | 1 | COc1ccc(-c2c(C)n([O-])c3c([n+]2=O)CCCC3)cc1
? | / | O=C(CCC(=O)Nc1ccc(Oc2ccccc2)cc1)NCCO
i | -1 | O=C1CC[C@H](O)CCN1[C@H](CSc1ccccc1)Cc1ccccc1
3% | 11 | Cc1cc(C)c(N2C(=O)CCCC2=O)c(Cl)c1
1% | 1 | CCCCCC1(C)NC(=S)N(c2ccccc2)N1 (stereo not drawn)
-3% | 5 | CCOC(=O)C1=C(C)N=c2s/c(=C/c3cccc([N+](=O)[O-])c3O)c(=O)n2C1c1ccc(OC)cc1OC (stereo not drawn)
2% | -6 | CCN1CCN(CCCNC(=O)C2CCN(c3nnc(-n4c(C)ccc4C)s3)CC2)CC1
17% | -1 | CC(C)(C)c1csc(NC2=NS(=O)(=O)c3ccccc32)n1
19% | 2 | O=C(CNC(=O)c1cccs1)OCC(=O)c1ccc([N+](=O)[O-])cc1
? | / | COc1ccc(C(C[N+](=O)[O-])c2c(-c3ccccc3)cc3ccccn23)cc1OC (stereo not drawn)
? | / | CCOC(=O)C1CCN(c2cc(C)nc3cc(-c4cccc(F)c4)nn23)CC1
-11% | 4 | CNC(=O)NC(=S)NC(=O)c1ccc(OC)cc1
2% | 10 | CCCC(=O)Nc1c(-c2ccccc2OC)c(=O)c2ccccc2n1C
i | 21 | O=C(c1ccc2nc[nH]c2c1)N1CCN(c2cccc(C(F)(F)F)c2)CC1
-4% | 10 | C[C@H](NC(=O)c1ccccc1)C(=O)Nc1nc(-c2ccccn2)cs1
? | / | COc1ccc(CN2CCN(C(C)C(=O)NC(C)c3ccc(F)cc3)CC2)cc1F (stereo not drawn)
7% | 9 | COC(=O)c1ccc2nc(-c3ccc4c(c3)OCO4)cn2c1
? | / | CC1CN(C(=O)CN2C(=O)NC3(CCCC3)C2=O)C(=Nc2cccc(S(=O)(=O)N(C)C)c2)S1 (stereo not drawn)
-12% | -24 | O=C(NC1CCCCC1)C(c1ccc2ncccc2c1)N(Cc1ccco1)C(=O)c1ccc2c(c1)OCCO2 (stereo not drawn)
1% | 7 | O=C1C(CCS(=O)c2ccccc2)C(=O)N(c2ccccc2)N1c1ccccc1 (stereo not drawn)
? | / | CC1Sc2ccc(C(=O)OCc3ccccc3Cl)cc2NC1=O (stereo not drawn)
? | / | COc1ccc2cc(C(=O)NCC3CCCO3)[nH]c2c1 (stereo not drawn)
? | / | CCOc1ccc(S(=O)(=O)N(C)CC(=O)NCc2ccccn2)cc1
-12% | -17 | CCCCS(=O)(=O)CC(COc1ccccc1)OC(=O)c1ccccc1 (stereo not drawn)
? | / | O=C(Nc1ccc(N2CCN(C(=O)c3ccco3)CC2)cc1)c1ccc(Br)cc1
? | / | Fc1cccc(CCN2C(=S)NC[C@@H]2CC2CCCCC2)c1
2% | 2 | COc1cccc(CC(NC(C)=O)C(=O)NC2CCN(S(=O)(=O)c3ccc(C)cc3)CC2)c1OC (stereo not drawn)
i | 0 | COc1ccccc1C1/C(=C(\O)c2ccc3c(c2)OCCO3)C(=O)C(=O)N1CCCn1ccnc1 (stereo not drawn)
? | / | CCOC(=O)c1c(C)[nH]c(C=O)c1Cc1cccc(Cl)c1
-1% | -7 | Cc1ccc2c(c1C)NC(C(=O)O)C1CC=CC21 (stereo not drawn)
17% | 7 | COc1ccccc1NC(=O)c1cc[n+]([O-])cc1
? | / | Cc1c(Cl)cccc1NC(=O)CCC(=O)NNC(=O)c1ccco1
? | / | Cc1cc(C)c(OCCNC(=O)c2ccccc2Sc2ccccc2C#N)c(C)c1
-1% | -15 | CCOc1ccc(CC(=O)Nc2cccc(-c3ccc4nnc(C)n4n3)c2)cc1
? | / | COC(=O)c1ccc(CN2C(=O)NC(Cc3c[nH]c4ccccc34)C2=O)cc1 (stereo not drawn)
? | / | Cn1c(N)c(-c2nc3cccnc3n2C)sc1=S
10% | / | Cc1ccc(S(=O)(=O)N2CCC(C(=O)Nc3ccccc3N3CCCC3)CC2)cc1
1% | 15 | Cc1cccc(C)c1NC(=O)CN
4% | 10 | O=C(Cn1cncn1)N/N=C/c1cccc(Cl)c1
? | / | Oc1ccc(-c2csc(Nc3cccnc3)n2)cc1
? | / | CCc1ccc(N2CC(C(=O)NCC(C)(C)N3CCOCC3)CC2=O)cc1 (stereo not drawn)
? | / | Cc1cc(C)cc(OCC(=O)Nc2ccccc2N2CCCCC2)c1
? | / | COc1ccc(Cl)cc1NC(=O)CN(C)C(=O)Cc1ccc(-c2ccccc2)cc1
-26% | / | O=C(NCCCN1CCOCC1)c1ccc(Br)cc1Br
? | / | Cc1ccc(S(=O)(=O)Nc2nc(C)c(NC(=O)OCCCl)s2)cc1
? | / | COc1ccc(NC(=O)C(Cc2ccccc2)n2cccc2)cc1 (stereo not drawn)
4% | -1 | Cn1c(=O)[nH]c(=O)c2c1nc(CN1CCN(c3ccccc3F)CC1)n2CCCc1ccccc1
? | / | CN(Cc1nc2ccccc2c(=O)[nH]1)Cc1nc2ccsc2c(=O)[nH]1

A different layout for 4 compounds above:
smiles: Cc1cc(C)cc(OCC(=O)Nc2ccccc2N2CCCCC2)c1
  S3 lipid droplet: ?	S3 lipid droplet cell count max: /

smiles: O=C(Cn1cncn1)N/N=C/c1cccc(Cl)c1
  S3 lipid droplet: 4%	S3 lipid droplet cell count max: 10

smiles: CN(Cc1nc2ccccc2c(=O)[nH]1)Cc1nc2ccsc2c(=O)[nH]1
  S3 lipid droplet: ?	S3 lipid droplet cell count max: /

smiles: COC(=O)c1ccc(CN2C(=O)NC(Cc3c[nH]c4ccccc34)C2=O)cc1 (stereo not drawn)
  S3 lipid droplet: ?	S3 lipid droplet cell count max: /

(list continues)
S3 lipid droplet | S3 lipid droplet cell count max | compound
11% | 22 | COc1ccc(CNC(=O)Nc2ccc(C)cc2C)cc1
? | / | COc1ccc(C)cc1N(C)C(=O)c1coc(=O)c2ccccc12
? | / | CC(C)C[C@@H]1NC(=O)N(CCN2CCOCC2)C1=O
? | / | Cc1cccc(NC(=O)CSc2ncnc3c2oc2ccccc23)c1
8% | / | COc1ccc(-c2nc(CN3CCN(c4cc(C)nc(C)c4)CC3)c(C)o2)c2ccccc12
? | / | COc1cccc(S(=O)(=O)NCC(=O)N2CCCCCC2)c1
? | / | O=C(CCNS(=O)(=O)c1ccc(Br)cc1)NCCCSc1ccccc1
4% | -14 | CC1(c2ccc(Cl)cc2Cl)NC(=O)N(CC(=O)Nc2ccc3[nH]c(=O)[nH]c3c2)C1=O (stereo not drawn)
8% | 5 | COc1cccc(CNS(=O)(=O)c2ccc3c(c2)CCN3C(=O)C2CC2)c1
? | / | CCOC(=O)c1c2ccc(OCC(=O)NN)cc2n2ccccc12
-1% | -3 | O=c1[nH]c(SCc2ccccc2)nnc1-c1ccccc1
-23%&2% | -5 | CC(=O)Nc1ccc(S(=O)(=O)N=S(C)C)cc1
-14% | / | C#CCOCCOCCOCCNc1nc(N2CCN(C(=O)[C@H](CCCCN)n3cc(C(N)COC(=O)C(F)(F)F)nn3)CC2)nc(N2CCN(C(=O)[C@H](CCCCN)n3cc(C(N)CC(C)C)nn3)CC2)n1 (stereo partly drawn)
? | / | CC(Sc1nnc(C2CC2)n1C1CC1)C(=O)N(C)Cc1cccc(F)c1 (stereo not drawn)
-25% | -26 | CNC(=S)N1C2CCC1CC(NC(=O)NC13CC4CC(CC(C4)C1)C3)C2 (stereo not drawn)

Three entries already listed, arranged by formula weight, low to high:
S3 lipid droplet | S3 lipid droplet cell count max | compound
? | / | Cc1cccc(NC(=O)CSc2ncnc3c2oc2ccccc23)c1
-25% | -26 | CNC(=S)N1C2CCC1CC(NC(=O)NC13CC4CC(CC(C4)C1)C3)C2 (stereo not drawn)
? | / | O=C(CCNS(=O)(=O)c1ccc(Br)cc1)NCCCSc1ccccc1

Next part.
S3 lipid droplet | S3 lipid droplet cell count max | compound
? | / | COc1cc(OC)cc(C(=O)Nc2ccccc2C(=O)NCc2cccnc2)c1
19% | / | S=C(Nc1ccc2c(c1)OCCO2)Nc1ccc2c(c1)OCO2
-7% | -11 | Cc1cc(C)c(S(=O)(=O)N2CCN(C(=O)N(C)C)CC2)c(C)c1
? | / | O=C(C[n+]1ccccc1)N/N=C/c1ccco1
i | -2 | O=C(COc1ccc(S(=O)(=O)N2CCCC2)cc1)NCCC1=CCCCC1
? | / | COc1ccc(N(C)S(=O)(=O)c2cccc(C(=O)NC3CCCCCC3)c2)cc1
i | / | CCc1ccccc1NS(=O)(=O)c1ccc(SC)cc1
14% | -12 | CCn1c(N)c(C(=O)NCCCOC)sc1=S
? | / | C=CCn1c(C)cc(C(=O)CSc2ccc(NC(C)=O)cc2)c1C
? | / | CCCc1[nH]nc2c1C1(C(=O)N(CC)c3ccccc31)C(C#N)=C(N)O2 (stereo not drawn)
i | -19 | O=C(O)c1cc(S(=O)(=O)N2CCN(C(=O)c3ccco3)CC2)c(Cl)cc1Cl
28% | / | Cc1cc(C)cc(C(=O)NCCn2cc(SCC(=O)N3CCOCC3)c3ccccc32)c1
i | / | [O-][n+]1c2c(nn1-c1ccccc1Cl)-c1nonc1CC2
i | / | Cc1ccccc1Nc1nc(N)nc(CSc2nnc(-c3ccccc3)n2C)n1
? | / | O=C(CCCC(=O)N(CC(=O)NC1CCCC1)Cc1ccc2c(c1)OCO2)Nc1ccccn1

Given with each value named: entries from further up
> C=CCn1c(C)cc(C(=O)CSc2ccc(NC(C)=O)cc2)c1C
  S3 lipid droplet: ?
  S3 lipid droplet cell count max: /
> CCn1c(N)c(C(=O)NCCCOC)sc1=S
  S3 lipid droplet: 14%
  S3 lipid droplet cell count max: -12
> O=C(C[n+]1ccccc1)N/N=C/c1ccco1
  S3 lipid droplet: ?
  S3 lipid droplet cell count max: /
> COc1cc(OC)cc(C(=O)Nc2ccccc2C(=O)NCc2cccnc2)c1
  S3 lipid droplet: ?
  S3 lipid droplet cell count max: /

Other structures follow.
S3 lipid droplet | S3 lipid droplet cell count max | compound
? | / | COc1cccc(C2CC(c3ccc(C)cc3)n3ncnc3N2)c1 (stereo not drawn)
? | / | CCC(C)c1ccccc1OCCn1ccnc1 (stereo not drawn)
6% | 12 | CC1(C)CNC(=O)CC(C)(C)N1
? | / | O=C(N/N=C/c1ccc(OCc2ccc(F)cc2)cc1)c1ccccc1
5% | 1 | O=C(Nc1ccc2ncccc2c1)c1cccc(Br)c1
-11% | / | O=C1C(Cc2ccc3[nH]ccc3c2)NC(=S)N1c1ccccc1 (stereo not drawn)
-3% | 3 | COc1ccc(-c2nnn(CC(=O)N(CC(=O)NC3CCCC3)c3ccccc3)n2)cc1OC
? | / | COc1ccc2oc(=O)c(C(=O)C[n+]3cccc(C)c3)cc2c1
-2% | 6 | Cc1ccccc1C(=O)NN1C(=O)CSC1=S
? | / | COc1cc(/C=N/NC(=O)c2cc3ccccc3cc2O)ccc1OCCN1CCCCC1
0% | 7 | CN(C)S(=O)(=O)c1ccc(C(=O)OCC(=O)c2ccc3c(c2)NC(=O)CO3)cc1
7.3µM* | 28* | COc1ccccc1N(CC(=O)Nc1ccc(Cc2ccncc2)cc1)S(=O)(=O)c1ccccc1
? | / | Cn1c(C(=O)NCCCN2CCCC2=O)cc2c(=O)n(C)c3ccccc3c21
-6% | -31 | COc1cccc(C2=NCCc3cc4c(cc32)OCO4)c1OC
-3% | 1 | Cc1cc2nc(C3CCN(C(=S)NCCCOC(C)C)CC3)[nH]c2cc1C
0% | / | O=C1Nc2ccc(S(=O)(=O)NCc3ccccn3)c3cccc1c23
5% | -9 | COc1cccc(N2CCN(C(=O)c3cc(C)oc3C)CC2)c1
-9% | 10 | CNC(=S)NCCc1ccc(OC)c(OC)c1
-6% | -6 | CCc1sc(C(=O)N2CCN(CC(=O)Nc3cccc(F)c3)CC2)cc1C
? | / | C/C=C(/C)C(=O)O[C@@H]1[C@H](OC(=O)C=C(C)C)c2c(ccc3ccc(=O)oc23)OC1(C)C
